Bioassay records (PubChem BioAssay)
H9c2 TAG inh: triacylglycerol accumulation inhibition | inhibition, % at 12.5 µM | H9c2 cells, Nile Red lipid (TAG) fluorescence; cells loaded with 200 µM oleic acid | 230,000 compounds, 0.66% hits;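 active = pattern-corrected inhibition of lipid staining of at least 50% with the nuclear-stain viability signal not falling by more than 50%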;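 also: 0% = DMSO wells and 100% = triacsin C control wells; some results filed as inactive read as strong as hits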
H9c2 TAG inh DAPI viability: further read-out of H9c2 TAG inh, marked with its call; DAPI nuclei signal change (viability), lower = more cytotoxic, %;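 whole-well DAPI fluorescence read on a plate reader as a viability signal; minus 50 percent equals half of cells still viable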
An asterisk follows results filed as active; i = inactive.

The line under a structure holds: H9c2 TAG inh, H9c2 TAG inh DAPI viability
(1) NC(=O)CC(NC(=S)NCc1ccccc1)C(=O)O (configuration not stated)
→ 5, 9
(2) CCS(=O)(=O)N1CCN(C(C)CCc2ccccc2)CC1 (configuration not stated)
→ 19, 15
(3) Cc1nnc(NC(=O)c2ccc(S(=O)(=O)N3CCc4ccccc4C3)cc2)o1
→ -8, 4
(4) COc1ccc(CN2C(=O)[C@@H]3C(c4ccccc4Cl)=NO[C@@H]3C2=O)cc1
→ 26, -15
(5) CCCOC(=O)CCCC[C@H]1SC[C@@H](NC(=O)OC)[C@H]1NC(=O)OC
→ 3, -43
(6) CCN(CC(=O)NCc1ccc(Cl)cc1)C(=O)CSCC(=O)Nc1cccc(C)c1
→ -3, 3
(7) CC1CCCCN1S(=O)(=O)c1cccc(S(=O)(=O)N2CCOCC2)c1 (configuration not stated)
→ 2, -5
(8) OCC[C@H]1C[C@@H](O)[C@H](O)[C@@]2(CCCCO2)O1
→ 14, -4
(9) CC(=O)c1c(C)nc(-c2ccc3c(c2)OCO3)n1O
→ 7, -7
(10) COCC(=O)Nc1ccc(C(N)=O)cc1
→ 13, -25
(11) O=C1CCCC2=C1C(c1cccc(Br)c1)n1nc(-c3ccco3)nc1N2 (configuration not stated)
→ -6, -8
(12) COCCN1CCN(c2c3c(nc4cc(-c5cccc(F)c5)nn24)CCC3)CC1
→ 32, 11
(13) CN(C)S(=O)(=O)c1ccc(NC(=O)COc2ncnc3sccc23)cc1
→ -1, -4
(14) COc1ccccc1NCC(=O)n1nc(C)cc1C
→ 9, -2
(15) Cc1c(Cl)cccc1NC(=S)Nc1ccc(S(=O)(=O)Nc2ncccn2)cc1
→ -6, 4
(16) O=C(c1ccc2c3c(cccc13)CC2)C1CCCN(Cc2ccc(OCCO)cc2)C1 (configuration not stated)
→ 4, i
(17) COc1ccc(CCN(C)C2CCCN(C(=O)c3sccc3C)C2)cc1OC (configuration not stated)
→ 10, -12
(18) Cc1ccc(S(=O)(=O)NCCSc2nnnn2-c2cc(C)ccc2C)cc1
→ -45, 6
(19) C=CCC1(CC=C)CCCN1C(=O)C1CCC(=O)N(Cc2ccc(Cl)cc2)C1 (configuration not stated)
→ -19, -4
(20) Cc1[nH]c2ccccc2c1/C=N/NC(=O)CNC(=O)c1ccc2c(c1)OCO2
→ -4, 1
(21) O=[N+]([O-])c1nn(-c2ccccc2)n(O)c1=NC1CCN(Cc2ccccc2)CC1
→ 18, -11
(22) CCOc1ccc(OCC)c(NC(=O)C2CCN(S(=O)(=O)c3cnc[nH]3)CC2)c1
→ -14, 2
(23) CSC1=NC2(C)CCCCC2C12C=CC(=O)C=C2 (configuration not stated)
→ -1, -12
(24) O=C(NC1CCCCC1)C(c1ccncc1)N(Cc1ccc2c(c1)OCO2)C(=O)c1cnsn1 (configuration not stated)
→ 27, -17
(25) Cc1nc(C)c(C(=O)O)c(-c2ccsc2)c1C(=O)O
→ -1, -1
(26) C/C(=N/NC(=O)c1ccco1)c1cccc(NC(=O)c2ccc(C)o2)c1
→ 7, -9
(27) COc1ccc(S(=O)(=O)N(C)C[C@H]2Oc3ncc(Br)cc3C(=O)N([C@@H](C)CO)C[C@@H]2C)cc1
→ 7, -6
(28) Cc1ccc2nc(-c3cccc(Br)c3)cc(C(=O)NC3=NCCS3)c2c1
→ 13, 3
(29) OCCN1CCN(C(=S)NC2CCCC2)CC1
→ -7, -2
(30) Cc1cccc2sc(NC(=O)Cn3cccc3)nc12
→ 34, 0
(31) O=C(OCC(=O)N1CCN(c2ccccc2)CC1)C1=COCCO1
→ 10, -10
(32) CCCCNS(=O)(=O)c1ccc(OC)c2ncccc12
→ 12, -1
(33) CC(C)[C@H](NC(=O)c1ccco1)C(=O)Nc1ccc(N2CCCCCC2)cc1
→ 0, 1
(34) COc1cc(F)ccc1CN1CCC(n2nccc2NC(=O)C2CCOC2)CC1 (configuration not stated)
→ -13, -3
(35) COc1ccccc1OCCNC(=O)c1cc(=O)[nH]c2ccccc12
→ -14, 3
(36) CCOc1ccc(OCC)c(S(=O)(=O)n2cnc(C)c2)c1
→ 7, -4
(37) O=c1c2ccccc2nc(SCc2nnc(-c3ccccc3)o2)n1-c1ccc(F)cc1F
→ 1, 0
(38) O=[N+]([O-])c1ccc(-c2nc(-c3cccs3)c(-c3cccs3)[nH]2)cc1
→ 21, -2
(39) CCOC(=O)c1c(NC(=O)C(C)NCc2ccco2)sc2c1CCC(C)C2 (configuration not stated)
→ 11, 1
(40) CCOC(=O)c1ccc(NNC(=O)CC)c([N+](=O)[O-])c1
→ -8, -6
(41) CC(C)c1ccc(NC2CCCN(C(=O)c3ccncc3)C2)cc1 (configuration not stated)
→ -9, 3
(42) Cc1cccc(OCCNC(=O)c2ccc(Cl)c(S(=O)(=O)NCc3cccnc3)c2)c1
→ 26, -32
(43) CCOC(=O)C1=C(C)OC(N)=C(C#N)C1c1cc2cc(C)ccc2nc1N1CCCCC1 (configuration not stated)
→ 11, 4
(44) CCCCn1c(N)c(N(CCOC)C(=O)C2CCN(c3ncnc4sc(C)c(C)c34)CC2)c(=O)[nH]c1=O
→ 19, -4
(45) CC/C(=N\NC(=O)c1cc(C)oc1C)c1ccc(OC(F)F)cc1
→ -7, 1
(46) O=C(Nc1ccccc1Cl)c1cc(C2CCCN(C(=O)OCCF)C2)on1 (configuration not stated)
→ 7, 5
(47) CN(C)c1ccc(C(=O)NCC(c2cccs2)N2CCOCC2)cc1 (configuration not stated)
→ 1, -5
(48) CCCCn1c(SCC(=O)N2CCCC2)nnc1-c1ccccc1
→ -7, 16
(49) CCOC(=O)C1(C)CCCN1C(=O)c1ccc2ccccc2c1 (configuration not stated)
→ -2, 10
(50) CCOC(=O)C1CC2=C(CC(C)(C)CC2=O)N(CCOC)C1=O (configuration not stated)
→ 1, 12
(51) COCCNc1oc(/C=C/c2cccc(OC)c2)nc1S(=O)(=O)c1ccccc1
→ 0, 13
(52) Cn1c(N)c(C(=O)CN2CCN(S(=O)(=O)c3ccccc3C#N)CC2)c(=O)n(C)c1=O
→ -1, 5
(53) O=C1COc2ccc(C(=O)CSc3ccc(Br)cc3)cc2N1
→ -9, -6
(54) Cc1ccc(-c2nc3cccnc3s2)cc1NS(=O)(=O)c1ccc2c(c1)CCCC2
→ -7, 3
(55) O=C(COC(=O)c1ccc(S(=O)(=O)N2CCCCC2)cc1)NCc1ccco1
→ 4, 5
(56) Cn1c(=O)c2cc(NC(=O)Cc3cccnc3)ccc2n1-c1ccc2ccccc2c1
→ 7, 1
(57) Cc1csc(Nc2cccc3ccccc23)n1
→ 7, 11
(58) Cc1cc(C(C)(C)C)oc1C(=O)NCCCNC(=O)c1oc(C(C)(C)C)cc1C
→ 21, -9
(59) CCC1(C)Cc2c(C#N)c(SC)nc(N3CCOCC3)c2CO1 (configuration not stated)
→ 7, -14
(60) CCN1CCN(C(=O)Cn2ncc3c2-c2ccccc2OC3)CC1
→ -2, 3

Later entries
The line under a structure holds: H9c2 TAG inh, H9c2 TAG inh DAPI viability
(61) O=C(O)Cc1ccc(NC(=O)COc2ccc3ccccc3c2)cc1
→ -1, 3
(62) CCCCN(C)S(=O)(=O)c1cc2c(cc1Br)CCN2C(=O)C1CC1
→ 3, 10
(63) O=C(CCCOc1ccccc1)NNC(=O)c1ccc(Cl)cc1
→ 4, -6
(64) Cn1ccnc1C1CCCCN1Cc1nc(Cc2cccc(C(F)(F)F)c2)no1 (configuration not stated)
→ 0, 14
(65) COc1ccc(Cl)cc1NC(=O)CC(C)c1ccccc1 (configuration not stated)
→ -59, 2
(66) CC(=O)Nc1ccc(CN2CCCC(CO)(Cc3ccccc3C)C2)cc1 (configuration not stated)
→ 5, 3
(67) COCCN1Cc2cccc(C(=O)NCCCN3CCCC3=O)c2C1=O
→ 8, -2
(68) COc1ccc(CC(=O)OCC(=O)NCc2ccc3c(c2)OCO3)cc1OC
→ 13, 9
(69) N#Cc1ccc(CSC2=NCCN2)cc1
→ 9, 6
(70) COC(=O)c1nnn(CC(=O)NC(=O)Nc2ccccc2F)c1C(=O)OC
→ 0, 3
(71) O=C(CSCc1ccccc1Br)N/N=C/c1ccccc1C(=O)O
→ 7, -10
(72) COc1ccc(NC(=O)NC2CCCCCCC2)cc1
→ -5, 3
(73) COc1ccc(-n2c(=O)cc(N3CCN(Cc4ccccc4)CC3)[nH]c2=O)cc1
→ -5, -5
(74) COc1ccccc1S(=O)(=O)Nc1ccc(-c2nnc3n2CCCCC3)cc1
→ 10, 6
(75) CC(C)(C)C1CCC(CN2C(Nc3ccccc3)=NC[C@@H]2Cc2ccccc2)CC1 (some centres not stated)
→ 113*, 7.0*
(76) Cc1nc(N/C(N)=N/S(=O)(=O)c2ccccc2)nc2ccccc12
→ -7, -2
(77) CSc1ncc(CN2CCN(C3CCCC3)C(CCO)C2)cn1 (configuration not stated)
→ -14, 6
(78) O=C(Cn1c(=O)cnc2ccccc21)Nc1cccc(S(=O)(=O)N2CCOCC2)c1
→ 7, -13
(79) Cc1ccc(C)c(NC(=S)NCc2ccc3c(c2)OCO3)c1
→ 7, -8
(80) CN1CCN(C2=CC(=O)OC23CCCCC3)CC1
→ -2, -9
(81) O=C(c1ccccc1)N1CCCN(c2nccc(C(F)(F)F)n2)CC1
→ 6, -16
(82) Cc1c(C(=O)NNC(=O)c2ccncc2)oc2ccccc12
→ 9, -11
(83) O=C(CCNS(=O)(=O)c1ccccc1)OCC(=O)c1ccc(Br)cc1
→ 3, 2
(84) CCOC(=O)c1ccccc1NC(=O)CN(c1ccccc1C)S(C)(=O)=O
→ 14, -22
(85) O=C(CCNC(=O)c1ccc(Cl)cc1)Nc1cc(C(F)(F)F)ccc1N1CCOCC1
→ 15, 6
(86) CN(CCc1ccccc1)C(=O)CCc1nnc(Cc2ccc3c(c2)OCO3)o1
→ 7, -4
(87) Cc1ccccc1Nc1nc(N)nc(CN2CCN(C(=O)c3ccccc3)CC2)n1
→ 1, 8
(88) CC(/C=N/NC(=O)CNc1n[nH]c(=O)[nH]c1=O)c1ccccc1 (configuration not stated)
→ 1, -3
(89) O=C(O)c1ccccc1C(=O)Nc1ccc(Br)c(C(F)(F)F)c1
→ 13, -1
(90) CC(Oc1cccc(Br)c1)C(=O)NNC(=O)c1ccccn1 (configuration not stated)
→ -15, -13
(91) CNc1ccccc1C(=O)OCC(=O)c1ccccc1
→ -23, 13
(92) O=c1oc(CCO)cc2ccc(Br)cc12
→ 10, -5
(93) O=C(COC(=O)c1cc(=O)[nH]c2ccccc12)NC(=O)NC1CCCCC1
→ 4, -2
(94) C=C(C)COc1ccc2c(c1)CCC1C2CCC2(C)C(=O)C(=NO)CC12 (configuration not stated)
→ -2, -5
(95) O=C(Nc1ccc([N+](=O)[O-])cc1)c1cc2ccccc2nc1Cl
→ -7, 7
(96) Cc1cc(C)c(C)c(S(=O)(=O)Nc2ccc3cn[nH]c3c2)c1C
→ -7, -6
(97) Cc1ccc2c(CSc3nnc(C4CC4)n3N)cc(=O)oc2c1C
→ 15, 2
(98) Cc1ccc(C(=O)Nc2nncs2)cc1S(=O)(=O)N1CCOCC1
→ 12, -5
(99) N#CC(=C1C=CC(=NO)C(Cl)=C1)c1ccc(Cl)cc1
→ 8, -12
(100) COc1cc(-c2nnc(CSc3nnc4nc(C)cc(C)n34)o2)cc(OC)c1OC
→ -7, -4
(101) O=S(=O)(c1ccccc1)N1CC2CC(Br)C(Br)CC21 (configuration not stated)
→ 1, -1
(102) COC(=O)C(C)Sc1nc2c(c(=O)[nH]c(=O)n2C)n1CCCc1ccccc1 (configuration not stated)
→ 5, -18
(103) CSc1ncccc1C(=O)OCC(=O)N1CCN(C(=O)c2ccco2)CC1
→ -16, 0
(104) CN(Cc1ccco1)C(=O)CSc1nc(C2CC2)n(-c2ccccc2)n1
→ -8, 0
(105) CN1CCN(c2ccc(S(=O)(=O)N3CCCCC3)cc2NC(=O)CSCc2ccccc2)CC1
→ 9, 4
(106) COc1cccc(C(=O)C2CCCN(Cc3cccc(-n4cccn4)c3)C2)c1 (configuration not stated)
→ -22, 12
(107) COC(=O)c1ccc2nc3c(cc2c1)[C@@H]1CCN2C(=O)CCC[C@H](C3)[C@H]12
→ 5, 7
(108) c1cncc(CNc2ncnc3ccc(-c4ccc5c(c4)OCO5)cc23)c1
→ 6, -1
(109) Cc1ccc(S(=O)(=O)c2c(C)nn(C(C)(C)C)c2OC(=O)C(C)C)cc1
→ -7, 7
(110) O=C(COC(=O)CCC(=O)c1ccc(F)cc1)Nc1ccc(Cl)cn1
→ -9, 5
(111) COc1ccc(Nc2cc(C)nc(N3CCOCC3)n2)cc1
→ -2, -4
(112) Cc1ccccc1Cn1cnc2c(NS(C)(=O)=O)c(C)c(C)cc21
→ -13, 3
(113) CCOCCCNc1nc2c(C)cccn2c(=O)c1/C=C1\SC(=S)N(CC(C)C)C1=O
→ -97, -10
(114) Cc1ccc(C)c(NC(=O)C(c2ccccc2)N2CCN(CC(=O)NC3CC3)CC2)c1 (configuration not stated)
→ 17, 7
(115) C=CCn1c(SCC(=O)Nc2ccc(N3CCOCC3)cc2)nc2ccccc2c1=O
→ 8, 6
(116) COc1ccccc1CNC(=O)CNC(=O)c1sc2ccccc2c1Cl
→ -1, 13
(117) O=C(CCN1CCCCC1)Nc1ccc(Br)cc1
→ 17, 4
(118) O=C(CN1CCN(C(=O)CNC(=O)c2ccc3c(c2)OCO3)CC1)Nc1cccc(F)c1
→ 6, 4
(119) Cc1nnc(C)c2c(C)n(Cc3ccc4c(c3)OCO4)c(C)c12
→ -73, 32
(120) COc1ccc(NC(=O)c2ccc3c(c2)OCO3)cc1[N+](=O)[O-]
→ 5, -2

Only part of the results is shown (hit frequency here may not be typical).
